Assay outcomes deposited in PubChem BioAssay by Small Molecule Screening Facility, UW Madison.
PriA SSB inh: K. pneumoniae PriA-SSBct interaction inhibition. AlphaScreen SSBct-PriA binding, biotinylated peptide. inhibition, % at 33 µM. actives 0.6% (n = 430,000); in the data active means inhibition mostly above about 37%, no sharp cut-off; inactive means mostly below about 20%;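 further: plate controls were negative control peptide for no effect and reference peptide for full effect; strong numbers were not always called active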
* = called active by the depositor; i = inactive; & = joins results of further samples.

SMILES	PriA SSB inh
O=C1CC(c2ccc(Br)cc2)CC(=O)N1	23
CC(=NNc1nccnc1Cl)c1ccc(Cl)c(Cl)c1	-21
O=C(Nc1c(C(=O)Nc2ccc3c(c2)OCCO3)oc2ccccc12)c1ccccc1C(F)(F)F	-9
CC(=NNC(=O)c1ccncc1)c1ccc2c(c1)OCO2	4
COc1ccc(C=Nn2cnc3c(sc(=S)n3-c3ccccc3)c2=O)cc1	2
O=S(=O)(Nc1cnn(C2CCOCC2)c1)c1ccc(Br)s1	-16
O=C(NCc1cc(-c2cccs2)on1)[C@@H]1COc2ccccc2O1	-15
C[C@@H](Cn1nc(-c2ccco2)ccc1=O)C(=O)NCc1cccnc1	-8
O=C(NCCCn1ccc2cccnc21)C1COc2ccccc2O1 (stereo not drawn)	-30
O=C(CCCn1nc(-c2cccs2)ccc1=O)Nc1ccc(Oc2ccccc2)cc1	-3
CCOc1ccccc1C(=O)NCCn1ncc2c(=O)n(Cc3cccc(C)c3)cnc21	-6
O=[N+]([O-])c1cccc(CSc2ncnc3c2cnn3-c2ccccc2)c1	-12
Cc1nn(C2CCS(=O)(=O)C2)c(C)c1N1CCN(C(=O)CCn2cnc3ccccc3c2=O)CC1 (stereo not drawn)	0
CCn1nnc2c(N3CC(C(=O)Nc4nccs4)C3)ncnc21	-3
Cc1ccc(-c2nc(NC(=O)c3ccccc3Cl)sc2-c2ccccc2)cc1	-2
COc1ccc(C=NNc2ncnc3c2[nH]c2ccccc23)c(OC)c1OC	-11
CS(=O)(=O)N1CCc2nc(NC(=O)c3c(F)cccc3Cl)sc2C1	1
COC(=O)NC(Nc1ccccc1)C(=O)c1ccccc1 (stereo not drawn)	-1
NC(=O)c1cc(C2CCCCN2C(=O)COc2ccccc2F)[nH]n1 (stereo not drawn)	-7
Cc1ccc2nc(NC(=O)CSc3nnc4ccc(-c5ccccn5)nn34)sc2c1	-5
Cc1nc(N2CCCC2)nc(C)c1NC(=O)C1CCCC1	-34
O=C(Nc1ccc(-c2cnc3n2CCC3)cc1)c1cc(C2CC2)on1	-10
COc1nn(C)cc1C(=O)N1CCc2nc3ccccn3c(=O)c2C1	-8
Cc1cc(C)c(NC(=O)CN2CCOCC2)c(C)c1	-10

Four entries from above, with each value named.
CS(=O)(=O)N1CCc2nc(NC(=O)c3c(F)cccc3Cl)sc2C1
  PriA SSB inh: 1

COC(=O)NC(Nc1ccccc1)C(=O)c1ccccc1 (stereo not drawn)
  PriA SSB inh: -1

NC(=O)c1cc(C2CCCCN2C(=O)COc2ccccc2F)[nH]n1 (stereo not drawn)
  PriA SSB inh: -7

Cc1ccc2nc(NC(=O)CSc3nnc4ccc(-c5ccccn5)nn34)sc2c1
  PriA SSB inh: -5

Additional records:
SMILES	PriA SSB inh
Cc1onc(-c2ccccc2Cl)c1C(=O)N1CCC(CSc2nccn2C)CC1	-18
Cc1cc(C(=O)N(CCCN(C)C)c2nc3c(F)cc(F)cc3s2)on1	-7
OC[C@@H](O)[C@H](O)C(/C=N/Nc1ccccc1)=NNc1ccccc1	i
O=C(Cc1noc2ccccc12)NCc1cnn2ccccc12	3
CS(=O)(=O)c1ccccc1C(=O)Nc1ccc(Cl)cc1C(=O)c1ccccc1Cl	7
Cc1csc(C(=O)Nc2ccc(-n3nnn(CC(=O)N4CCOCC4)c3=O)cc2)c1	-3
CC(C)(CCl)C(=O)NCc1n[nH]c(=O)c2ccccc12	-6
COc1ccccc1NC(=O)C(=NOCc1ccc(F)cc1)C(C)=O	0
CCOc1ccccc1C=Nn1c(COc2ccccc2)n[nH]c1=S	-5
Cc1[nH]c(=O)n(C)c(=O)c1CCC(=O)Nc1ccccc1C(N)=O	-17
CNC(=O)Cc1cn(Cc2ccccc2)c2ccccc12	-28&-15
O=C(c1ccc(Cn2ccnc2)cc1)N1CC(c2nc(-c3cnccn3)no2)C1	-9

In the list so far, 5 have fluorine:
SMILES	PriA SSB inh
O=C(Nc1c(C(=O)Nc2ccc3c(c2)OCCO3)oc2ccccc12)c1ccccc1C(F)(F)F	-9
CS(=O)(=O)N1CCc2nc(NC(=O)c3c(F)cccc3Cl)sc2C1	1
NC(=O)c1cc(C2CCCCN2C(=O)COc2ccccc2F)[nH]n1 (stereo not drawn)	-7
Cc1cc(C(=O)N(CCCN(C)C)c2nc3c(F)cc(F)cc3s2)on1	-7
COc1ccccc1NC(=O)C(=NOCc1ccc(F)cc1)C(C)=O	0

(further entries)
SMILES	PriA SSB inh
O=C(Oc1ccc(/C=N\NC(=O)C2COc3ccccc3O2)cc1)c1cccnc1 (stereo not drawn)	8
O=C(CCCS(=O)(=O)c1ccccc1)Nc1nc2c(cc3c4c(cccc42)CC3)s1	9
NC(=O)CSc1nc(-c2ccccc2)cc(C(F)(F)F)n1	3
C[C@](O)(CNC(=O)CCS(=O)(=O)c1ccccc1)c1ccc(-c2ccccc2)cc1	-10
O=C(NCCc1cccs1)c1nc(-c2cnccn2)no1	-8
COc1ccc2nc(-c3ccc(C)c(NC(=O)c4ccccc4C)c3)cn2n1	-17
COC1=C[C@H]2[C@@H]3Cc4ccc(OC)c(O)c4[C@]2(CCN3C)CC1=O	-1
COc1ccc(C(=O)NN=Cc2c(CO)cnc(C)c2O)cc1	11
O=C(N1CCC(Oc2ncccc2Br)CC1)C1(c2ccccc2)CCOCC1	-27
O=C(Nc1ccc(F)cc1)Nc1cccc(-c2nc3cccnc3s2)c1	-17
O=C1CCC(=O)N1C1CN(S(=O)(=O)c2ccc(-c3ccc(Cl)c(Cl)c3)cc2)C1	-18
N#CC(C(=O)c1ccc(Oc2ccc(C(=O)C(C#N)=C3Nc4ccccc4N3)cc2)cc1)=C1Nc2ccccc2N1	12

5 entries from above, as a markdown table:
| canonical_smiles | PriA SSB inh |
| --- | --- |
| COC1=C[C@H]2[C@@H]3Cc4ccc(OC)c(O)c4[C@]2(CCN3C)CC1=O | -1 |
| O=C1CCC(=O)N1C1CN(S(=O)(=O)c2ccc(-c3ccc(Cl)c(Cl)c3)cc2)C1 | -18 |
| N#CC(C(=O)c1ccc(Oc2ccc(C(=O)C(C#N)=C3Nc4ccccc4N3)cc2)cc1)=C1Nc2ccccc2N1 | 12 |
| O=C(NCCc1cccs1)c1nc(-c2cnccn2)no1 | -8 |
| COc1ccc(C(=O)NN=Cc2c(CO)cnc(C)c2O)cc1 | 11 |

Other results follow:
SMILES	PriA SSB inh
COc1ccc(OC)c(NC(=O)C(=O)NCCc2ccc(N3CCCC3)cc2)c1	-9
O=C(NCC1CCN(c2cnccn2)CC1)C1(c2ccc(F)cc2)CC1	-16
O=c1c2scc(-c3ccc(Cl)cc3)c2ncn1Cc1ccccc1F	-19&-15
O=C(N/N=C\c1ccc(OCc2ccccc2)cc1)c1cc(C2CC2)[nH]n1	-16
CC(C)(C)c1csc(Nc2nc3cc4c(cc3s2)OCO4)n1	21
COc1ccc(SCCC(=O)Nc2ccccc2-c2nc3ccccc3[nH]2)cc1	-7&8
COc1ccc(CC(=O)Nc2nc(-c3ccccc3)c(C(=O)c3ccccc3)s2)cc1OC	18
O=C(NCc1ccc(Cl)cc1)N1CC(n2cc(-c3ccccc3)nn2)C1	-15
O=C(COc1ccccc1F)NC[C@]1(O)CCOc2ccccc21	-4
CC(C)S(=O)(=O)c1ccc(Cc2nnc(NC(=O)c3ccc(F)c(F)c3)o2)cc1	-2
COc1cccc(N([C@@H]2C=CS(=O)(=O)C2)S(=O)(=O)c2ccc(C)cc2)c1	-5
CCOC(=O)c1c(NC(=O)CN2C(=O)C(C)SC(C)C2=O)sc2c1CCCCC2 (stereo not drawn)	-7

3 of these compounds in a different format.
| SMILES | PriA SSB inh |
| --- | --- |
| COc1ccc(SCCC(=O)Nc2ccccc2-c2nc3ccccc3[nH]2)cc1 | -7&8 |
| COc1ccc(CC(=O)Nc2nc(-c3ccccc3)c(C(=O)c3ccccc3)s2)cc1OC | 18 |
| O=C(NCc1ccc(Cl)cc1)N1CC(n2cc(-c3ccccc3)nn2)C1 | -15 |

Continuation.
SMILES	PriA SSB inh
COc1cccc2cc(-c3cc(=O)oc4ccc(OS(=O)(=O)c5ccccc5)cc34)oc12	4
[O-]C(=C(C(=S)Nc1ccc(SC(F)F)cc1)[n+]1ccccc1)c1cc(Cl)ccc1Cl	9
COc1ccc(C)cc1NC(=O)CC(C)=NNC(=O)Cc1cccc2ccccc12	3
CS(=O)(=O)N1CCC(C(=O)NCCn2ccnc2C2CC2)CC1	-13
COC(=O)c1ccc(NC(=O)C(=O)NC[C@]2(O)CCOc3ccccc32)cc1	2
O=C(NCCn1nc(-c2cccs2)ccc1=O)C1CCCN(c2cc(-n3cccn3)ncn2)C1 (stereo not drawn)	-5
COc1cccc(C2C(=C(O)c3ccc4c(c3)CC(C)O4)C(=O)C(=O)N2CC2CCCO2)c1 (stereo not drawn)	4
COc1ccccc1C(=O)NN=Cc1ccc(Cl)s1	-11
Cc1ccc(O[C@H]2CCCN(C(=O)Cn3cccc3)C2)nn1	-6
O=C(c1ccc2nsnc2c1)N1CCC(n2ccnn2)C1 (stereo not drawn)	-9
CC(CC(=O)N1CCC(Cc2ccccc2)CC1)CC1=NS(=O)(=O)c2ccccc2N1 (stereo not drawn)	-4
CS(=O)(=O)N1CCN(C(=O)C2CN(C(=O)COc3ccccc3F)C2)CC1	-7
CN1C(=O)[C@@]2(C(=C(O)c3ccc(Br)cc3)C(=O)C(=O)N2CCCN2CCOCC2)c2ccccc21	-7
CCOc1ccc2nc(N3CCN(C(=O)C(c4ccccc4)c4ccccc4)CC3)sc2c1	-2
C#CCn1c(=NC(=O)c2c(-c3ccccc3Cl)noc2C)sc2cc(S(C)(=O)=O)ccc21	-8
O=C(Nc1ccc(F)c(F)c1)c1ccc(=O)n(Cc2cccc(F)c2)n1	-12
Cc1n[nH]c(=S)n1N=Cc1ccc(OCc2ccc(Cl)cc2)cc1	-19
Cc1ccc(C=NNC(=O)c2cccc(S(=O)(=O)Nc3ccccc3Cl)c2)s1	3
Cc1nc(N2CCOCC2)nc(C)c1NC(=O)Nc1cccc(C(F)(F)F)c1	-22
CCOc1ccc(CC2S/C(=N/N=C\c3ccco3)NC2=O)cc1 (stereo not drawn)	-3
CN(C)c1ccc(C=NNC(=O)c2cccc(C(=O)NN=Cc3ccc(N(C)C)cc3)n2)cc1	-13
NS(=O)(=O)c1ccc(CCNC(=O)CCCn2c(=S)[nH]c3cc4c(cc3c2=O)OCO4)cc1	-1
CCOc1ncccc1C(=O)Nc1cccc(-c2nc3cccnc3s2)c1C	-13
NC(=NN=Cc1cccc(O)c1)c1nonc1N	4
O=C(Nc1ccc(F)cc1F)c1ccc(Cl)s1	-40
CC(C)(C)OC(=O)N1CCN(S(=O)(=O)c2[nH]ncc2C(=O)O)CC1	-14
CCOc1cc(C=NOC(C)=O)ccc1OCc1ccccc1	-9
Cn1cccc1-c1cc(C(=O)NN=Cc2ccc(Cl)cc2)[nH]n1	16
CS(=O)(=O)N1C2CCC1CC(NC(=O)c1ccc(-c3ccsc3)cc1)C2 (stereo not drawn)	-2
Cc1ccc(C=NNC(=O)CN(Cc2ccccc2)S(=O)(=O)c2ccc3c(c2)OCCO3)cc1	8
CC(=O)Nc1ccc(NC(=O)CSc2nnc(C)c3cnn(-c4ccc(F)cc4)c23)cc1	-2
CCOC(=O)N1CCN(S(=O)(=O)c2cc(F)ccc2OC)CC1	-16
Cc1cc2ncc(NS(C)(=O)=O)cn2n1	-13
O=C(CN1NC2=CCCCCC2=CC1=O)Nc1nc(-c2ccccn2)cs1	56
CCOc1cc(C(=O)Nc2nnc(C3=COCCO3)o2)cc(OCC)c1OCC	8
COc1cc2c(cc1OC)CN(C(=O)CSc1ccc3ccccc3n1)CC2	-5
NC1CC(=O)N(c2ccccc2)C1 (stereo not drawn)	2
Cc1ccc(N2C[C@@H](CNC(=O)C3CCCC3)CC2=O)cc1	-3
COC(=O)N1CCc2ccc(NS(=O)(=O)c3ccc(F)cc3C)cc2C1	-6
Cc1ccc(N2C(=O)C3N=NN(Cc4nc(-c5cccc(Br)c5)no4)C3C2=O)cc1F (stereo not drawn)	-18
CC(Cc1ccccc1)=NNC(=O)CNC(=O)c1ccc(Br)cc1	-13
COc1cc(COCC2CCN(C(=O)Cc3ccc(S(=O)(=O)C(C)C)cc3)CC2)cc(OC)c1	2
CC(=O)c1ccc(NC(=O)C23CCC(C2)C(C)(C)C3=O)cc1 (stereo not drawn)	-17&1
CCN(CC)c1ccc(C=NNc2nc3ccccc3[nH]2)cc1	52
O=C(NCCN1CCOC(c2ccccc2)C1)C(=O)Nc1ccc(C(F)(F)F)cc1 (stereo not drawn)	-4
O=P(C(=NO)N1CCCCC1)(N1CCOCC1)N1CCOCC1	-21
COC(=O)c1cc(-c2ccc3c(c2)OCO3)n[nH]1	-11
CCOC(=O)c1ccc(NC(=O)Cn2c3ccccc3c3ncn(Cc4ccccc4)c(=O)c32)cc1	-5
FC(F)(F)c1ccccc1C=NN1CCN(Cc2ccccc2)CC1	41
CC(C)(C)NC(=O)c1sc2nc(-c3ccc(Cl)cc3)cc(-c3ccco3)c2c1N	-21&10
Cc1ccc2c(CC(=O)Nc3cc(C)on3)cc(=O)oc2c1	-12
C=CCN1C(=O)C(C)(C)COc2ccc(NC(=O)c3ccc(F)c(F)c3)cc21	16
Nc1ccccc1-n1ccnc1	-19
O=C(NCCOc1ccc2c(c1)OCO2)c1ccc(C(F)(F)F)cc1	1&3
O=C(Nc1ccc2c(c1)N(C(=O)c1ccco1)CC2)c1c(F)cccc1Cl	-4
O=C(ON=Cc1ccc(N2CCOCC2)c([N+](=O)[O-])c1)c1ccc(F)cc1	8
OC(COCC12CC3CC(CC(C3)C1)C2)CN1CCc2ccccc2C1 (stereo not drawn)	13
O=c1[nH]c(O)c(C=C2C=Nc3ccc(Br)cc32)[nH]1	9
Cc1cc(CNC(=O)c2cc(-c3ccc(F)cc3)nn2C)c(C)o1	-4
O=C(Nc1nnc(-c2ccc(Cl)s2)o1)c1ccc2c(c1)OCCO2	-16
N#Cc1cccc(C(=O)N2CCC(c3cccs3)CC2)c1	-5
C=CCn1c(=NC(=O)c2cc(OC)c(OC)c(OC)c2)sc2cccc(C)c21	2
COc1cccc(Cc2csc(Nc3ncccc3C)n2)c1	-1

Some of the compounds tested (hit frequency here may not be typical).
